DAX1 inh-1: inhibitors of DAX1 repression of SF-1 activated StAR promoter | HEK293T StAR-luciferase reporter, SF-1/DAX-1 repression relief | AID 652010 | inhibition, % at 6.8 µM | 370,000 compounds, 1.1% hits;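 active means inhibition above the mean over all tested compounds plus 3 SD, cut at about 3.6% in these data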;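 further: 0% = DAX-1 cells with DMSO and 100% = cells lacking DAX-1 with DMSO; higher inhibition means more luminescence from relief of DAX-1 repression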
NPR1 activator: GC-A (human) enzyme activation | HEK293 GC-A cells, cGMP TR-FRET, EC30 ANP; 0% at EC30 ANP, 100% saturating ANP | activation, % at 10 µM | 370,000 compounds, 0.14% hits | P16066; in the data active means activation above about 40%
SMARCA2 activ: activators of SMARCA2 function; MG213 cells, MMTV-luciferase reporter, dexamethasone, overnight; activation, % at 9.1 µM; 370,000 compounds, 1% hits; AID 652017; in the data active means activation above about 7.8%;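 further: 0% = vehicle wells and 100% = reference activator wells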
ssDAF-12 act: activators of S. stercoralis DAF-12 nuclear receptor | HEK293 ssDAF-12/GRIP1 lit1-tk-luc reporter, luminescence; % of 3 µM dafachronic acid response | activation, % at 6.8 µM | 370,000 compounds, 1% hits;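 active means activation above the mean over all tested compounds plus 3 SD, cut at about 0.9% in these data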;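 further: 0% = DMSO-only wells and 100% = 3 µM delta7-dafachronic acid wells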
hgDAF-12 ag: activates the H. glycines DAF-12 receptor ligand-binding domain; activation, % at 6.8 µM; AID 687014; 370,000 compounds, 1.8% hits; HEK293 GAL4-hgDAF12 UAS-luciferase reporter, agonist luminescence; normalized to butyrate control;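 active means activation above a cutoff set at the mean of all screened compounds plus 3 SD, cut at about 10% in these data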;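 further: 0% = DMSO wells and 100% = sodium butyrate wells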
PG9 binder: PG9 antibody binding by small molecule. TR-FRET gp120-PG9 antibody binding. inhibition, % at 6.7 µM. 360,000 compounds, 0.43% hits; in the data active means inhibition above about 8.5%
DAX1 inh-2: inhibits human nuclear receptor DAX1; AID 504766; HEK293 Gal4-DAX1 luciferase reporter, luminescence; 340,000 compounds, 0.99% hits; inhibition, % at 6.75 µM; P51843;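 active means inhibition above the mean over all tested compounds plus 3 SD, cut at about 4.2% in these data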;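 further: 0% = DAX1-transfected cells with DMSO and 100% = empty-vector control cells with DMSO; inhibition shows as a rise in luminescence from relieved DAX1 repression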
Target sequence (P51843 207-470 limits assumed): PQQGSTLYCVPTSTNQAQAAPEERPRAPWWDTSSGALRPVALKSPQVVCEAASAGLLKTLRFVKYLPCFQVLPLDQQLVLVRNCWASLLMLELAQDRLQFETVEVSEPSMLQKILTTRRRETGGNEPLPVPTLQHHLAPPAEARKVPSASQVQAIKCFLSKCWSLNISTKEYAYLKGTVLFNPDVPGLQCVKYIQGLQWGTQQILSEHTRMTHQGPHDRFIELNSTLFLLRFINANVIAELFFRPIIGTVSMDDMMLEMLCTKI
ADAM17 inh: inhibits human ADAM17; P78536; recombinant ADAM17, EDANS/DABCYL FRET peptide cleavage; inhibition, % at 6.95 µM; 370,000 compounds, 0.83% hits;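 active means inhibition above the mean of compounds lying between control limits plus 3 SD, set per campaign, cut at about 8.5% in these data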;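 further: 0% = DMSO-only wells as the low control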
GAA850 FXN act: increases GAA850 frataxin promoter reporter activity; activation, % at 6 µM; AID 540364; 360,000 compounds, 0.56% hits; HEK293 lucGAA850 FXN promoter luciferase reporter, 24 h; percent of 10 µM SAHA response;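 active means activation above the average of all compounds screened plus 3 SD, cutoff fixed separately per campaign, cut at about 7.5% in these data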;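 further: 0% = DMSO wells and 100% = 10 µM SAHA wells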
ADAM10 inh: ADAM10 inhibition, QFRET primary screen; recombinant ADAM10, EDANS/DABCYL FRET peptide cleavage, 3 h; O14672; inhibition, % at 7 µM; 370,000 compounds, 0.62% hits;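 active means inhibition above a per-campaign cutoff equal to the mean of compounds falling between control-based bounds plus 3 SD, cut at about 20% in these data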;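 further: 0% = DMSO wells while the 100% control is not disclosed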
Target sequence (O14672 214-748 limits assumed): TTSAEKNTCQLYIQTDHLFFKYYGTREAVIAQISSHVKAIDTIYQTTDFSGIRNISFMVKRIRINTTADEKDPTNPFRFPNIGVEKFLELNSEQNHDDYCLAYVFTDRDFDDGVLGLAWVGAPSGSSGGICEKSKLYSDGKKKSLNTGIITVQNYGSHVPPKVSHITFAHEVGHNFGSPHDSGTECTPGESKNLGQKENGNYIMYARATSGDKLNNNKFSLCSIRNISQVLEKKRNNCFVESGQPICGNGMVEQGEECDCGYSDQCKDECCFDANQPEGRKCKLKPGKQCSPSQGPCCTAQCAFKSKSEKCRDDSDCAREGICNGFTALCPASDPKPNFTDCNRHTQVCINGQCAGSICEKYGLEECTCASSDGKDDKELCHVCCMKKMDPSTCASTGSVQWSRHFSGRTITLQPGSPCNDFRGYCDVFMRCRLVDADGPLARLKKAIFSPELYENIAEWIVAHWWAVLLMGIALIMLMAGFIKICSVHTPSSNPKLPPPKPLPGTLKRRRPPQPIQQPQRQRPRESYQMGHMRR
hcDAF-12 act: H. contortus DAF-12 activation, primary screen; activation, % at 6.8 µM; 370,000 compounds, 1.4% hits; AID 652067; HEK293 hcDAF-12 lit1-tk-luc reporter, luminescence; 0% DMSO, 100% Δ7-dafachronic acid;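 active means activation above the mean of all tested compounds plus 3 SD, cut at about 5.5% in these data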;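 further: 100% = response to 3 µM Δ7-dafachronic acid high control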
Starred values were filed as active, the others as inactive; · = no result given.

SMILES	DAX1 inh-1	NPR1 activator	SMARCA2 activ	ssDAF-12 act	hgDAF-12 ag	PG9 binder	DAX1 inh-2	ADAM17 inh	GAA850 FXN act	ADAM10 inh	hcDAF-12 act
Cc1nnc(SCc2ccc(F)cc2)s1	0.4	1	5	-1.1	3.9	-1.0	1.5	-4	0.1	-2	-1.4
CCOC(=O)c1ccc(NS(=O)(=O)c2ccc(-c3coc(C)n3)cc2)cc1	0.0	1	8	-1.5	-1.4	-0.4	-0.1	3	0.6	6	-1.2
COc1ccccc1NC(=O)NN1CCCCC1	-0.1	1	5	-0.7	0.5	-1.5	0.0	-1	-0.4	6	-1.4
NC(=O)N/N=C/c1ccc([N+](=O)[O-])o1	-2.6	-5	-3	-1.1	0.0	-1.3	0.2	-1	3.1	-9	-1.6
CCOC(=O)N1CCC(N2C(=O)c3ccc(C(=O)NCCC(C)C)cc3C2=O)CC1	0.0	3	1	-0.8	2.3	0.3	0.9	-1	2.2	-3	1.7
COC(=O)[C@]12C[C@H](CC(=O)NCCc3ccccc3OC)C(=O)N(Cc3ccccc3)C1=C[C@H](C1CCCC1)O[C@@H]2C	-1.0	-7	-3	-1.1	-2.1	-0.8	·	4	·	11	-0.6
CC(NCC(=O)Nc1ccccc1C(=O)NC1CC1)c1cccs1 (stereo not given)	-1.3	-4	-2	-1.5	0.2	-0.9	1.1	0	-2.1	6	1.6
O=S1(=O)CCC(N2CCOCC2)C1 (stereo not given)	-0.5	0	-3	-1.6	-2.0	2.9	3.6	-1	-0.4	-1	-1.2

Rewritten with two lines to a compound: entries from further up
Results follow in this order: DAX1 inh-1, NPR1 activator, SMARCA2 activ, ssDAF-12 act, hgDAF-12 ag, PG9 binder, DAX1 inh-2, ADAM17 inh, GAA850 FXN act, ADAM10 inh, hcDAF-12 act
> NC(=O)N/N=C/c1ccc([N+](=O)[O-])o1
 : -2.6, -5, -3, -1.1, 0.0, -1.3, 0.2, -1, 3.1, -9, -1.6
> CCOC(=O)N1CCC(N2C(=O)c3ccc(C(=O)NCCC(C)C)cc3C2=O)CC1
 : 0.0, 3, 1, -0.8, 2.3, 0.3, 0.9, -1, 2.2, -3, 1.7
> COC(=O)[C@]12C[C@H](CC(=O)NCCc3ccccc3OC)C(=O)N(Cc3ccccc3)C1=C[C@H](C1CCCC1)O[C@@H]2C
 : -1.0, -7, -3, -1.1, -2.1, -0.8, ·, 4, ·, 11, -0.6

Other entries:
SMILES	DAX1 inh-1	NPR1 activator	SMARCA2 activ	ssDAF-12 act	hgDAF-12 ag	PG9 binder	DAX1 inh-2	ADAM17 inh	GAA850 FXN act	ADAM10 inh	hcDAF-12 act
CC(C)c1ccc(NC2CCCN(C(=O)c3ccsc3)C2)cc1 (stereo not given)	-4.4	-3	0	-0.9	-2.4	1.2	-1.1	0	-3.0	6	-2.4
COC(=O)c1ccc(CSc2nc(-c3ccccc3)cs2)o1	0.9	-3	2	-1.4	2.4	-0.5	0.6	0	3.1	3	-0.3
COC(=O)C[C@H]1CC[C@@H]2[C@@H](COc3ccc(NC(=O)c4ccno4)cc3C(=O)N2C)O1	0.3	2	-3	-1.5	-2.8	·	·	-7	·	-15	-3.7
COc1ccc(OC)c(S(=O)(=O)N(C)CC(=O)N2CCN(c3ccc(F)cc3)CC2)c1	0.9	2	-2	-1.1	-1.4	-3.1	-0.1	6	-2.0	10	-1.9
Cc1ccc(C(=O)NNC(=O)CCC(=O)Nc2cc(C)on2)cc1	-0.5	2	0	-0.7	1.9	-2.6	0.7	-5	0.9	-4	-1.0
COc1ccccc1-c1ccc(=O)n(CC(=O)NCC2CCCO2)n1 (stereo not given)	-0.1	2	-3	-1.6	-2.2	1.2	0.6	1	1.4	8	-0.7
NC(=O)c1cccc(-c2ccnc3c2CC(C(=O)NCc2ccccc2)O3)c1 (stereo not given)	-2.1	-9	-1	-0.1	-5.1	1.4	·	-3	-4.3	-12	1.9
Cc1cccc(C)c1NC(=S)/C(=C(\[O-])c1cccs1)[n+]1ccccc1	-0.5	1	-2	0.1	2.3	0.4	-0.3	-6	-0.6	0	5.8*
COc1ccc(N(Cc2cc(=O)[nH]c3ccccc23)C(C)=O)cc1	0.0	-2	4	-0.3	1.7	0.2	0.2	-2	-1.1	-2	2.7
Cc1ccc(S(=O)(=O)N(CCC(=O)O)Cc2ccc(Cl)cc2)cc1	-0.3	-7	-1	-1.1	-0.5	2.6	0.9	-7	1.0	8	-2.0
O=C(c1ccc(Cl)cc1Cl)C1(n2cncn2)Oc2ccccc2C1O (stereo not given)	-0.2	-14	-3	-0.2	-0.9	1.3	-1.0	-2	3.2	1	1.3
O=S(=O)(c1cccs1)N1CCN(c2ccccc2F)CC1	0.0	3	0	-1.3	0.0	-1.5	-2.0	1	7.7*	-8	-1.7
Cc1cc(C(=O)CSc2nnc(C3CC3)n2C2CC2)c(C)n1C(C)C	0.1	4	-2	-1.5	0.1	1.2	0.5	-5	-0.6	-14	-0.2
O=S(=O)(NCCCCCNS(=O)(=O)c1ccccc1)c1ccccc1	-0.8	4	-1	-1.1	-1.0	-0.3	-0.1	-3	0.6	7	-1.0
Cc1ccc(-n2cccc2/C=C2\C(=N)N3N=C(c4ccco4)SC3=NC2=O)cc1	-0.4	-12	1	-0.6	3.6	-2.3	-0.2	-3	3.5	1	0.7
O=C(NCC(F)(F)F)Nc1nnc(C(F)(F)F)s1	0.1	9	-1	-1.3	-1.8	0.7	1.8	-5	0.9	-9	-0.1

Taken from above:
`COc1ccc(N(Cc2cc(=O)[nH]c3ccccc23)C(C)=O)cc1` in NPR1 activator = -2
`Cc1ccc(-n2cccc2/C=C2\C(=N)N3N=C(c4ccco4)SC3=NC2=O)cc1` in hcDAF-12 act = 0.7

Next structures:
SMILES	DAX1 inh-1	NPR1 activator	SMARCA2 activ	ssDAF-12 act	hgDAF-12 ag	PG9 binder	DAX1 inh-2	ADAM17 inh	GAA850 FXN act	ADAM10 inh	hcDAF-12 act
C[C@H](CO)N1C[C@H](C)[C@@H](CN(C)C)Oc2c(NC(=O)CCC(F)(F)F)cccc2C1=O	-0.2	0	-1	-0.7	3.2	0.2	-0.2	10.0*	-1.2	1	-1.3
CCc1ccc(/C=C/c2c[nH]c3ccccc23)[n+](CC)c1	-2.9	-6	-8	-1.8	-5.6	-4.4	-2.3	-3	-0.3	-4	-5.2
O=C(NCCCCNC(=O)c1c(Cl)cccc1Cl)c1c(Cl)cccc1Cl	0.4	0	-2	-1.4	0.7	-2.3	·	-2	0.4	-7	-0.1
N=C1C(c2nc(-c3ccc(Cl)cc3)cs2)=C(O)CN1NC(=O)c1ccc(O)cc1	0.0	-1	2	-1.4	9.4	-1.1	0.8	1	3.3	-3	-2.1
COc1cccc(C(=O)NC2=NCCS2)c1OC	2.1	-3	2	0.1	8.7	-1.4	1.0	2	1.6	9	-0.4
Nc1ncnc2c1ncn2[C@@H]1O[C@H](C(=O)N2CCC(F)(F)CC2)[C@@H](O)[C@H]1O	-0.8	0	-1	-0.6	-1.6	0.8	·	1	·	-9	0.8
O=C(Nc1c(C(=O)N2CCOCC2)cnn1-c1ccccc1)c1cccc(F)c1	0.2	2	-2	-0.8	-1.4	-1.1	0.0	-2	-0.6	-11	-0.4
O=C(NCc1ccccn1)c1ccc(-c2ccccc2)cc1	1.8	3	-1	0.0	10	-2.0	2.8	-1	5.7	-6	2.5
O=C(CCc1nc2ccccc2c(=O)[nH]1)Nc1nnc(SCc2ccccc2)s1	1.6	-3	-1	-1.0	0.7	0.7	1.1	-3	1.7	-8	-0.8
CCCc1cc(=O)[nH]c2nnc(SCC(=O)Nc3nnc(SCC)s3)n12	2.4	4	-2	-0.7	1.7	-0.9	-0.6	0	0.1	-8	-1.3
Cc1cc(NC(=O)c2cc3ccccc3o2)cc(C)c1OCC(=O)N1CCOCC1	0.5	3	1	-1.0	-0.5	-2.4	-0.5	-2	0.0	-4	-0.6
Cc1ccc2nc(-c3ccccc3)cc(C(=O)N3CCc4ccccc4C3)c2c1	-0.7	-1	0	-0.1	0.6	-0.9	0.5	-3	1.6	-3	2.9
Cc1nc(Nc2ccccc2)sc1C(=O)c1ccc(F)cc1	0.3	4	0	-0.9	0.8	2.2	0.9	2	5.4	15	-1.2
O=C(CSc1ccc(-c2ccco2)nn1)NCc1ccc(F)cc1	-0.1	2	-3	-1.1	1.8	4.7	-1.1	-4	0.7	-14	-0.2
Cc1ccc(-c2cc(C(=O)Nc3cc(C)ccc3C)[nH]n2)c(O)c1	-0.2	-2	-1	-0.9	2.2	-0.3	-0.7	-5	4.2	-16	-1.6
O=C(/C=C\c1ccccc1)Nc1nccs1	3.5	-1	6	0.5	20*	-2.6	1.0	2	-1.3	3	8.4*
CC(C)OP(=O)(OC(C)C)C(Nc1ccccc1)c1ccc2c(c1)OCO2 (stereo not given)	-0.7	-44	-2	-1.1	0.0	0.4	-0.4	-6	-1.6	7	-2.7
S=C(NCc1ccccc1)C(=S)NCc1ccccc1	-1.8	0	-2	-0.6	3.8	-0.3	-0.2	-6	1.3	-19	1.8
CCCCNC(=O)c1sc(=S)n2c1[nH]c(=O)c1ccccc12	-0.1	4	-2	-1.1	-0.7	-1.3	-0.3	0	-0.1	4	-1.3
COC(=O)C1=CN(c2cccc(OCc3ccccc3)c2)C(N)=C(C#N)C1c1ccc(-c2ccccc2)cc1 (stereo not given)	0.1	1	-1	-1.2	-1.4	-0.8	·	-6	·	-15	0.9
CCOC(=O)c1ccc(NC(=O)N2CCc3ccccc3C2)cc1	-8.2	1	2	-1.3	-2.6	-1.2	0.4	2	6.3	3	0.6
Cn1c(=O)c(C(=O)CN2CCN(S(=O)(=O)c3ccccc3)CC2)c(N)n(Cc2ccccc2)c1=O	-0.5	0	-2	-1.1	-2.2	-1.1	-1.0	1	2.2	-81	-0.2
Cc1cc(NC(=O)C(C)SCC(=O)OCc2ccc(Cl)cc2Cl)no1 (stereo not given)	1.7	-3	-2	-0.9	-1.6	0.1	1.0	0	-3.2	2	-1.0
